MgcRacGAP inhibition: MgcRacGAP GTPase-activating activity inhibitors, confirmation, biochemical, ADP Hunter fluorescence | MgcRacGAP-stimulated Rac1 GTP hydrolysis, ADP Hunter fluorescence; higher % means a stronger effect; GST-tagged Rac1 F28L mutant substrate | AID 624330 | 0.6% of 340,000 active | inhibition, % at 30 µM; hits with a dose series show IC50 in µM;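 active = first-screen hits whose inhibition reached a set limit at any dose in the follow-up dose series; inconclusive = inhibition above the set first-screen limit but never retested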;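 also: fluorescence reports GDP produced by GAP-driven GTP hydrolysis; strong numbers were not always called active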
* marks the source's active call; other numbers are inactive results; u = inconclusive. Not all compounds are listed. The share of hits here may be higher or lower than overall.

MgcRacGAP inhibition	SMILES
5%	CC1CCN(C(C)C(=O)Nc2ccc(S(=O)(=O)N3CCCC3)cc2)CC1 (centres undefined)
8%	O=C(Nc1cc(Cl)ccc1N1CCOCC1)c1ccncc1
0%	O=C(COC(=O)[C@H](Cc1ccccc1)NC(=O)c1ccco1)Nc1ccccc1OC(F)F
5%	NC(=O)c1ncn([C@@H]2O[C@H](CNC(=O)[C@@H](N)Cc3cccnc3)[C@@H](O)[C@H]2O)n1
-5%	NS(=O)(=O)c1cccc(NC(=O)CN2C(=O)C(=O)N(Cc3ccccc3)C2=O)c1
5%	CCOC(=O)[C@H]1[C@H]2COc3ccc(Br)cc3[C@H]2N2C(=O)CN(Cc3ccc(Cl)cc3)C(=O)[C@@]12C
8%	Nn1c(SCC(=O)NC2CCCC2)nnc1C(F)(F)F
3%	CC1(C)Cc2cccc(OCC(=O)Nc3cc(S(C)(=O)=O)ccc3Cl)c2O1
11%	CCOC(=O)c1cnn2c(SC)ncnc12
7%	CC(=O)Nc1cccc(NC(=O)C(=O)Nc2ccc3c(c2)N(C(=O)C2CC2)CCC3)c1
-2%	CC12C=CC(=O)C=C1CCC1C2C(O)CC2(C)C1CCC2(O)C(=O)CO (centres undefined)
12%	C[C@H]1CN([C@@H](C)CO)C(=O)CCCn2nncc2CO[C@H]1CN(C)C(=O)Nc1ccnc(N2CCOCC2)c1
-5%	CC1(C)C(=O)Nc2ccccc2N1C(=O)COC(=O)c1cccs1
5%	Cc1cc(Cl)ccc1OCC(=O)Nc1cccc(S(=O)(=O)N2CCCC2)c1
8%	COc1ccc(C)cc1S(=O)(=O)NNc1nc(C)cc(C)n1
2%	COc1cccc(-n2cnnc2SCC(=O)NC2CC2)c1
4%	CC(C)NC(=O)Nc1cccc2c1O[C@H](CN(C)S(C)(=O)=O)[C@@H](C)CN([C@H](C)CO)C2=O
7%	CCCN1CCN(C(=O)c2ccc(F)c(S(=O)(=O)N3CCOCC3)c2)CC1
8%	CN(C(=O)COC(=O)c1ccccc1OCc1ccc(F)cc1)C1CCS(=O)(=O)C1 (centres undefined)
3%	NC(=O)c1ccsc1NC(=O)COC(=O)Cc1ccccc1[N+](=O)[O-]
-1%	COc1ncnc2c1ncn2CCCN(C)CCc1ccccn1
7%	COc1ccccc1NCC(=O)NN=C1CCS(=O)(=O)c2ccc(F)cc21
7%	CCCc1nc2nc(C)c(NS(=O)(=O)c3ccc(C)c(C)c3)c(=O)n2[nH]1
4%	CN1CCC(C(=O)C(=O)O)C1=O (centres undefined)
10%	C[C@]12c3[nH]c4ccc(Cl)cc4c3CCN1C(=O)[C@@H](CC(=O)NCCN1CCOCC1)C[C@@H]2C(=O)N1CCOCC1

Copied from the list:
In MgcRacGAP inhibition, CC(C)NC(=O)Nc1cccc2c1O[C@H](CN(C)S(C)(=O)=O)[C@@H](C)CN([C@H](C)CO)C2=O reads 4%
In MgcRacGAP inhibition, NC(=O)c1ccsc1NC(=O)COC(=O)Cc1ccccc1[N+](=O)[O-] reads 3%
In MgcRacGAP inhibition, CC12C=CC(=O)C=C1CCC1C2C(O)CC2(C)C1CCC2(O)C(=O)CO (centres undefined) reads -2%
In MgcRacGAP inhibition, CC(=O)Nc1cccc(NC(=O)C(=O)Nc2ccc3c(c2)N(C(=O)C2CC2)CCC3)c1 reads 7%

The main list resumes; the 4 compounds before the break are reprinted first.
MgcRacGAP inhibition	SMILES
7%	COc1ccccc1NCC(=O)NN=C1CCS(=O)(=O)c2ccc(F)cc21
7%	CCCc1nc2nc(C)c(NS(=O)(=O)c3ccc(C)c(C)c3)c(=O)n2[nH]1
4%	CN1CCC(C(=O)C(=O)O)C1=O (centres undefined)
10%	C[C@]12c3[nH]c4ccc(Cl)cc4c3CCN1C(=O)[C@@H](CC(=O)NCCN1CCOCC1)C[C@@H]2C(=O)N1CCOCC1
13%	O=C(c1cccs1)N1C[C@@H](n2cc(-c3ccc(F)cc3)nn2)[C@H](O)C[C@@H]1c1ccccc1
-3%	N#CCCN1CCN(S(=O)(=O)c2ccc3c(c2)CCC3)CC1
5%	Cc1ccc(S(=O)(=O)N2CCOCC2)cc1C(=O)Nc1ccc2c(c1)OCCO2
7%	N#Cc1ccc(NC(=O)COC(=O)c2cccc(S(=O)(=O)N3CCCC3)c2)cc1
5%	Cc1noc(C)c1S(=O)(=O)Nc1ccc2c(c1)C(=O)N([C@H](C)CO)C[C@H](C)[C@H](CN(C)C(=O)NC(C)C)OCCCC[C@@H](C)O2
3%	Cn1cnnc1SCC(=O)NC1CC1
0%	CN(C(=O)c1ccc(NC(=O)Cc2cccc(NC(=O)C3CCN(C(=O)C4CC4)CC3)c2)cc1)C1CC1
1%	c1ccc(CCCCc2ccccn2)cc1
5%	O=S(=O)(c1c(Cl)cc(Br)cc1Cl)N1CCN(C(=S)NC2CC2)CC1
5%	OCC1OC(Nc2ccccc2C=NO)C(O)C1O (centres undefined)
4%	CNc1snc(C)c1C(=O)OCC(=O)c1cc(F)ccc1OC
17%	COC(=O)[C@@]1(C)[C@H]2C(=O)N(C)C(=O)[C@H]2[C@H]2CN=C(SCC(=O)c3ccccc3)N21
-1%	CC(C(=O)NC1CCCCC1)N1CCN(S(=O)(=O)c2cccs2)CC1 (centres undefined)
0%	Cc1nc(COc2ccc(C(=O)NCc3ccccc3CN3CCCCC3)cc2)cs1
10%	C[C@@]12CCC3[C@@](CCC4[C@@]3(C)CCC[C@@]4(C)C(=O)Nc3ccc(Cl)cc3)(CC1=O)C2 (some centres undefined)
5%	CC(C)Oc1ccc2ccccc2c1CNC[C@H]1O[C@@H](n2ccc(N)nc2=O)[C@H](O)[C@@H]1O
u	O=[N+]([O-])c1ccc2[nH]c(=S)sc2c1
9%	CCOC(=O)N1CCC(=NNC(N)=O)C1
8%	C[C@H]1CN([C@@H](C)CO)C(=O)CCCn2cc(nn2)CO[C@@H]1CN(C)S(=O)(=O)c1cccc(C#N)c1
5%	COc1ccc(OC)c(C(=O)c2ccc([N+](=O)[O-])cc2)c1
3%	C[C@H](CO)N1C[C@H](C)[C@@H](CN(C)S(C)(=O)=O)Oc2ccc(NC(=O)CCN3CCOCC3)cc2C1=O
8%	Cn1cc(C(=O)NCCc2ccccc2)c(=O)c2cc(S(=O)(=O)N3CCOCC3)ccc21
9%	O=C1C=C(Nc2ccc(F)cc2)c2ccccc2C1=O
-16%	N#Cc1ccc(N)cc1OCCCN1CCCCC1
5%	CCOC(=O)c1cccc(N2CC3CNC(=O)C2(C(=O)OC)N3C)c1 (centres undefined)
4%	Cc1ccc(C)c(NC(=O)CN(C)C(=O)c2ccc3c(=O)n4c(nc3c2)CCC4)c1
0%	O=C1c2ccccc2NC(c2cccs2)N1O (centres undefined)
7%	O=C(COC(=O)c1cnc(Cl)c(Cl)c1)NC1CCCC1
12%	Nc1ccccc1C(=O)N1O[C@@H]2C=C[C@H]1CC2
-2%	O=C(CN1C(=O)NC2(CCCc3ccccc32)C1=O)Nc1ccccc1OC(F)F (centres undefined)
6%	C[C@@H]1CN([C@H](C)CO)C(=O)CCCn2nncc2CO[C@H]1CN(C)S(=O)(=O)c1ccc(F)cc1
11%	COC(=O)C1=C(C)N(Cc2ccccc2)C(=S)N[C@H]1c1cccc(C(F)(F)F)c1
6%	O=C(NCc1ccccn1)c1cccc(S(=O)(=O)Nc2ccccc2Cl)c1
2%	Cc1ccc2c(c1C)C(=O)C(=O)N2
16%	Cn1nnnc1Sc1ncnc2scc(-c3ccc([N+](=O)[O-])cc3)c12
6%	Cc1ccccc1N1CCN(CCN2C(=O)CC(=C3c4ccccc4-c4ccccc43)C2=O)CC1
-2%	Cn1c(N2CCC(C(N)=O)CC2)nc2c1c(=O)n(Cc1ccc(Br)cc1)c(=O)n2C
0%	Nc1nonc1-n1nnc(C(=O)N/N=C/c2cccc(Cl)c2)c1CN1CCCC1
4%	COc1cccc(N2CCN(CC(=O)Nc3ccccc3C(=O)NCc3ccccc3)CC2)c1
-20%	CCn1c(CC(=O)Nc2ccccc2F)nnc1SCC(=O)NC1=NCCS1
3%	Cc1cc(F)ccc1S(=O)(=O)Nc1ccccc1C(=O)NC1CCN(Cc2ccccc2)CC1
9%	Cc1ccc(Oc2ccc(S(=O)(=O)Nc3ccc(C(=O)O)cc3)cc2)cc1
3%	COc1cc(OC)cc(C(=O)OCC(=O)Nc2nnc(-c3ccccc3)o2)c1
16%	COc1ccc(-c2cnc3c(c2)C(=O)N([C@H](C)CO)C[C@@H](C)[C@@H](CN(C)C(=O)NC2CCCC2)O3)cc1
6%	C[C@H](CO)N1C[C@H](C)[C@@H](CN(C)CC2CCCCC2)Oc2c(NS(=O)(=O)c3ccccc3)cccc2C1=O
9%	CC(C)CC1NC(=O)c2cccnc2-n2c1nc1ccccc1c2=O (centres undefined)
9%	CCOC(=O)c1c(N)sc(C(=O)N2CCCC(C(N)=O)C2)c1C (centres undefined)
1%	CC(c1nnc(SCC(=O)c2c(N)n(C3CC3)c(=O)[nH]c2=O)n1-c1ccc(F)cc1)N(C)C (centres undefined)
0%	O=C(Nc1ccc2ccccc2c1[N+](=O)[O-])c1ccccc1
5%	COC(=O)C1CCN(C(=O)c2cc(-c3ccc(Cl)s3)nc3ccccc23)CC1

Three entries from above, bar-delimited.
canonical_smiles | MgcRacGAP inhibition
Cc1ccc(Oc2ccc(S(=O)(=O)Nc3ccc(C(=O)O)cc3)cc2)cc1 | 9%
COc1cc(OC)cc(C(=O)OCC(=O)Nc2nnc(-c3ccccc3)o2)c1 | 3%
COc1ccc(-c2cnc3c(c2)C(=O)N([C@H](C)CO)C[C@@H](C)[C@@H](CN(C)C(=O)NC2CCCC2)O3)cc1 | 16%

(more compounds)
MgcRacGAP inhibition	SMILES
7%	CC(C)(C)c1ccc(C(=O)CCC(=O)OCC(=O)NCCc2ccc(S(N)(=O)=O)cc2)cc1
5%	CN(CC(=O)Nc1ccc(Cl)cc1)C(=O)CNC(=O)c1cccs1
10%	Cc1cc(C)n2nc(SCC(=O)NC(=O)c3ccccc3)nc2n1
1%	COc1ccc(C(=O)NNC(=O)c2cccc3ccccc23)cc1
7%	CN(Cc1nc2ccccc2c(=O)[nH]1)C(=O)c1ccccc1OCc1ccc(Cl)cc1
3%	CCN(CC)CCCC(C)Nc1nccc2cccc(Cl)c12 (centres undefined)
2%	Cc1ccc(C(=O)OCC(=O)N2CCCCCC2)cc1S(=O)(=O)N1CCOCC1
8%	Clc1ccc(Cc2ccccn2)cc1
3%	COc1ccccc1CNC(=O)c1cc(S(=O)(=O)N2CCN(c3ccccc3)CC2)ccc1Cl
2%	Cc1ccc(S(=O)(=O)N2[C@@H](c3ccc(C(C)C)cc3)C(C(=O)O)=C[C@H]2C(C)(C)C)cc1
-13%	CCOc1ccccc1C=C1SC(=S)N(CC)C1=O
4%	Cc1nc(SCc2nc3ccc([N+](=O)[O-])cc3[nH]2)c2oc3ccccc3c2n1
10%	COc1c2c(c(OC)c3c1c(=O)c1ccccc1n3C)OCO2
7%	Cc1ccc(NC(=O)COC(=O)c2ccc3ncsc3c2)c(C)c1
4%	Cc1nnc(SC(C)C(=O)Nc2ccc(N3CCOCC3)cc2)n1Cc1ccccc1 (centres undefined)
4%	CC(=O)Nc1ccc(C=NN=C2c3ccccc3-c3ccccc32)cc1
3%	Cc1ccc(NC(=O)C(C)OC(=O)C2CC3CCCC(C2)C3=O)cc1S(=O)(=O)N1CCOCC1 (centres undefined)
-8%	NC(=O)C1CCN(c2ccc(S(=O)(=O)N3CCCCC3)cc2[N+](=O)[O-])CC1
5%	Cc1cccc(C)c1NC(=O)COC(=O)[C@@H]1CCCN1C(=O)c1cccs1
9%	O=C(NCCc1ccccc1)c1cccc(NC(=O)C2CCC2)c1
-6%	CC(NC(=O)COC(=O)CNS(=O)(=O)/C=C/c1ccccc1)c1ccccc1 (centres undefined)
10%	COc1ccc(-c2ccc3c(c2)S(=O)(=O)c2cccc(C(=O)N4CCN(c5c(Cl)cncc5Cl)CC4)c2C3=O)cc1OC
14%	Cc1cc(OCC(=O)OCC(=O)N(Cc2ccccc2)C(C)(C)C)ccc1Cl
11%	O=C(C[C@@H]1C/C=C\CC[C@H](Cc2ccc(F)cc2)C(=O)OC[C@@H]2CCCN2C1=O)N[C@H](CO)Cc1ccccc1
-7%	Cc1cccc(C(=O)NC2CCN(S(=O)(=O)c3cccc(F)c3)CC2)c1
9%	C[C@@H]1CN([C@@H](C)CO)C(=O)CCCn2nncc2CO[C@H]1CN(C)C(=O)Nc1cccc2ccccc12
6%	CC(C)Cn1c(N)c(C(=O)CSc2nnc(C3CC3)n2C2CC2)c(=O)n(C)c1=O
2%	COc1cc(Nc2nc3c(N)cc(C(F)(F)F)cc3nc2-c2ccccc2)cc(OC)c1OC
0%	O=C(COC(=O)c1ccc(Br)o1)Nc1cccc(S(=O)(=O)N2CCOCC2)c1
7%	COc1ccc(CCNC(=O)CC(=O)N/N=C\c2ccc(OCC(N)=O)cc2)cc1OC
4%	Cc1csc(=O)n1CCC(=O)OC(C)C(=O)Nc1ccc(N2CCOCC2)cc1 (centres undefined)
9%	C[C@@H]1C(c2ccccc2)=NN(c2ccccc2)[C@H]1C(=O)N1CCOC1=O
17%	COc1ccc(OC(=O)N(C)C[C@H]2OCc3cn(nn3)CCCC(=O)N([C@H](C)CO)C[C@@H]2C)cc1
1%	COCCNC(=O)CN1CCN(S(=O)(=O)c2ccc3c(c2)CCCC3)CC1
-4%	C[C@H](NC(=O)c1ccco1)C(=O)N1CCN(c2ccc(C(F)(F)F)cn2)CC1
7%	O=C(COc1cccc2c1CCNC2=O)Nc1ccc(F)cc1
3%	CC(C)C(NC(=O)c1c(F)cccc1F)C(=O)N1CCN(c2ncccn2)CC1 (centres undefined)
6%	O=C(Nc1ccc2ccccc2c1)c1ccccc1Cl
-1%	CC(C)Cn1cnc2c(SCc3ccccc3)nc(N)nc21
2%	CCCCn1c(N)c(N(CCOC)C(=O)c2cc(=O)[nH]c3ccccc23)c(=O)[nH]c1=O
10%	O=C(Nc1ccccn1)C(c1ccccc1)c1ccccc1
-12%	O=C1CNc2cc(Cl)ccc2N1
